# Source: PubChem (several laboratories)
# M. tuberculosis GlmU = inhibition of mycobacterial GlmU enzyme – biochemical, glucosamine-1-phosphate acetyltransferase (AID 1376). one-dose inhibition, %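 (tested at 30 µM in the primary screen)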; IC50 in µM for titrated hits. M. tuberculosis GlmU acetyltransferase enzyme assay; higher % means a stronger effect. hit rate 0.25% among 220,000; in the data active = inhibition above about 13%;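 note: 0% = complete reaction with vehicle and 100% = reaction without substrate; strong numbers were not always called active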
# RmlCD inh 1536 = inhibitors of Mycobacterium tuberculosis RmlC and RmlD coupled enzymes; hit rate 0.03% among 160,000; RmlC+RmlD coupled enzyme assay, percent inhibition; primary screen in compound mixtures; P9WH09+P9WH11; inhibition, % at 3.6 µM; in the data active = inhibition mostly above about 34%, no sharp cut-off; note: some results filed as inactive read as strong as hits
# Target sequence (P9WH09 whole entry, looked up): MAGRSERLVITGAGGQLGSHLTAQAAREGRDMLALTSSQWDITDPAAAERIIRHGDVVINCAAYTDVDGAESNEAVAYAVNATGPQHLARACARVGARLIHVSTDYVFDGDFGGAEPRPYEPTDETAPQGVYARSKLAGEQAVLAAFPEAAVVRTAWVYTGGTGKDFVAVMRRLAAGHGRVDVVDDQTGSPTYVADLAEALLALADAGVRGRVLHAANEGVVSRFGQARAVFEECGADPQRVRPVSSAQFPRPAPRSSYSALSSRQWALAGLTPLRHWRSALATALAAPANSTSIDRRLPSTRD
# Target sequence (P9WH11 whole entry, looked up): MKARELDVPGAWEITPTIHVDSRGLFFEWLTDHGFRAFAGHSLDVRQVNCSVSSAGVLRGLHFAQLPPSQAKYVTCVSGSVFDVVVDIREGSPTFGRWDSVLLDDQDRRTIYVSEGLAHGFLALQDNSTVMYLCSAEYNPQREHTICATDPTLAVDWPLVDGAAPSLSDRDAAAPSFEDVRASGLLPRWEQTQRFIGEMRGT
# The depositor's hits bear a star; x = no result given.
SMILES,M. tuberculosis GlmU,RmlCD inh 1536
Cc1cc(N2CCN(C)CC2)nc2ccc(NC(=S)N3CCN(c4cccc(Cl)c4)CC3)cc12,5.9%,6
CCOC(=O)CSc1nnc(COc2cccc(C)c2)o1,3.0%,9
CCCN1C(=O)/C(=C/c2cc(C)n(C)c2C)SC1=Nc1ccc(OC)cc1,-1.0%,45
O=C(O)CCc1nn2cc(-c3ccccc3)nc2[nH]c1=O,2.3%,x
CCNc1cc(N2CCOCC2)nc(SC)n1,-5.9%,5
COc1ccc(N(CC(=O)Nc2ccccc2C(N)=O)S(=O)(=O)c2ccc(C)c([N+](=O)[O-])c2)cc1,2.0%,16
Cc1ccc(S(=O)(=O)n2c3ccc(F)cc3c3nc(C)sc32)cc1,-4.0%,x
Cc1ccc(-c2nnc3n2N=C(c2ccccc2)CS3)cc1,5.1%,-10
CC(C)N(C(=O)C(F)(F)F)C(C(=O)NC1CCCCC1)c1ccncc1 (stereo unspecified),-2.3%,x
C=CCOC(=O)COc1cc(C)cc2oc(=O)c3c(c12)CCC3,1.2%,2
O=C(CN1C(=O)c2ccccc2C1=O)Nc1ccc(N2CCOCC2)cc1,1.9%,x
COc1ccc2c(c1)c(=O)c(C(=O)c1ccccc1)cn2Cc1ccc(C)cc1,7.3%,x
COc1ccc(CCn2c(N)c(S(=O)(=O)c3cccs3)c3nc4ccccc4nc32)cc1OC,0.1%,11
O=C(Nc1ccc(-c2csc(Nc3cccc(C(F)(F)F)c3)n2)cc1)c1cc([N+](=O)[O-])cc(C(F)(F)F)c1,-3.5%,x
Cc1cc(Cl)ccc1OCc1nnc2n1CCCCC2,-7.3%,10
COc1ccc(Cl)cc1NC(=O)COC(=O)CNC(=O)c1ccc([N+](=O)[O-])c(C)c1,0.4%,8
Cc1cc(-c2nnc3n2CCCCC3)c(C)n1-c1ccccc1,0.2%,x
C=CCOC(=O)C1=C[C@@H](c2ccc(Br)cc2)C[C@@H](OCc2ccc(CO)cc2)O1,-0.8%,x
COc1ccc(CCN2C(=O)C3C4CC(C5C(C(=O)N/N=C\c6ccc(Cl)cc6)=NOC45)C3C2=O)cc1OC (stereo unspecified),2.2%,x
CN(C)S(=O)(=O)c1ccc(N2CCCC2)c(C(=O)NCc2ccc(Cl)cc2)c1,-0.1%,1
O=C(NN1C(=O)C2C(C1=O)C1C=CC2C12CC2)c1cccnc1 (stereo unspecified),8.8%,0
CCOC(=O)c1c(NC(=O)CSc2nc3ccccc3c(=O)n2-c2ccccc2)sc(C(C)=O)c1C,5.7%,-9
CC(C)NS(=O)(=O)c1ccc(CCC(=O)N2CCC(C(N)=O)CC2)cc1,-3.6%,14
COc1ccccc1-c1cn[nH]c1-c1ccc(OCc2ccccc2)cc1O,0.5%,x
CCOC(=O)C1CCCN(C(=O)C2CCN(S(=O)(=O)c3cccs3)CC2)C1 (stereo unspecified),1.0%,2
O=C(NCc1cccs1)C(=O)NCC(c1ccco1)N1CCN(c2ccccc2)CC1 (stereo unspecified),-0.7%,-2
Cc1ccsc1C(C(=O)NC1CCCCC1)N(C(=O)c1csnn1)C1CC1 (stereo unspecified),4.7%,12
O=[N+]([O-])c1cccc(CNc2ccc3c(c2)CCC3)c1,6.8%,1
CCN(CC)S(=O)(=O)c1ccc(-c2nnc3sc4cccc(C)c4n23)cc1,-0.2%,5
Nc1[nH]n2c(=O)cc(-c3ccccc3)nc2c1N=Nc1ccc2c(c1)OCO2,-3.9%,x
COc1ccc(C(=O)NC(=S)Nc2ccc(N3CCOCC3)c(Cl)c2)cc1[N+](=O)[O-],-1.6%,8
O=[N+]([O-])/C(=C\Nc1ccccc1Cl)S(=O)(=O)c1ccccc1,-2.5%,x
CC(C)C(=O)N1CCN(c2ccc(NC(=O)c3ccc([N+](=O)[O-])o3)cc2Cl)CC1,1.4%,6
O=C1NCCN1CCNS(=O)(=O)c1ccc2ccccc2c1,-1.5%,-4
O=C(OCC1COc2ccccc2O1)c1c(F)cccc1F (stereo unspecified),4.0%,-8
COc1cccc(NC(=O)NCc2cccn2C)c1,2.5%,90
Cn1c(-c2ccc(=O)[nH]c2)nc2ccccc21,-2.8%,x
COc1cccc(NC(=O)c2csc3c2CCCC3)c1,-4.4%,-11
CCOc1ccccc1C(=O)Nc1ccccc1C(N)=O,2.2%,x
CC(=O)Nc1ccccc1-c1nn[nH]n1,-0.8%,0
CC(=O)c1nnn(-c2nc(N3CCCC3)nc(N(c3ccccc3)c3ccccc3)n2)c1C,2.0%,x
Cc1noc(C)c1S(=O)(=O)N1CCC(C(=O)Nc2ccc(OC(F)(F)F)cc2)CC1,5.6%,-5
Cc1cc(C(=O)CSc2nnc(-c3cccs3)n2Cc2ccccc2)c(C)n1C,4.8%,x
COc1cc2c(-c3ccc(O)cc3)nc3c(c(C)nn3-c3ccccc3)c2cc1OC,5.4%,-7
COc1cc(OC)cc(C(=O)NCCn2ccc3ccccc32)c1,-0.3%,13
O=C(CN(CC1CCCO1)C(=O)CCC(=O)Nc1nccs1)NCC1CCCO1 (stereo unspecified),6.5%,3
O=C(NC1(O)C(=O)c2ccccc2C1=O)c1ccccc1,-4.3%,x
Cc1ccc(C(c2sc3ncnn3c2O)N2CCCCC2)cc1 (stereo unspecified),-4.0%,x
CS(=O)CSc1nc2c(cc1C#N)CCCC2 (stereo unspecified),5.7%,-7
Fc1cccc(-c2nnn3c2nc(Cl)c2ccccc23)c1,0.6%,-10
CS(=O)(=O)c1ccc(-c2nn[nH]n2)cc1,7.2%,x
O=C1CC(C(=O)O)S/C(=N\NC(=O)c2ccc(F)cc2)N1 (stereo unspecified),1.9%,31
Cc1ccccc1OCC(O)CN(CCO)Cc1ccccc1 (stereo unspecified),-0.1%,x
O=C1CN(S(=O)(=O)c2ccccc2)CC(=O)N1CCc1ccccc1,3.8%,x
CCCCn1c(SCC(=O)N2CCCCC2C)nc2cc(S(N)(=O)=O)ccc21 (stereo unspecified),-1.4%,x
CCOC(=O)c1ccc(NC(=O)C(C)N2C(=O)c3ccccc3C2=O)cc1 (stereo unspecified),5.4%,8
CCN(CC)C(=O)CSc1ncnc2c1nnn2-c1ccc(OC)cc1,10%,x
FC(F)(F)c1cccc(Cc2noc(CN3CCCC(CN4CCCC4)C3)n2)c1 (stereo unspecified),4.3%,-8
Cc1cc(F)c(F)cc1C(=O)N1CCCC1,2.8%,2
Cc1noc(C)c1S(=O)(=O)N1CCCC(C(=O)N2CCN(C3CCCCC3)CC2)C1 (stereo unspecified),-3.0%,6
# (listing goes on)
SMILES,M. tuberculosis GlmU,RmlCD inh 1536
O=C(Nc1ccc(N2CCCCC2)cc1)c1cccnc1Cl,0.7%,x
CCOc1ccc(N(CC(=O)NC2CCCC2)C(=O)CCC(=O)Nc2ccccn2)cc1,2.7%,10
O=c1cc(-c2cccs2)oc2ccc(Cl)cc12,-5.9%,-9
Cc1ccc(NC(=O)COC(=O)Cn2cnc3c2c(=O)n(C)c(=O)n3C)cc1Cl,3.1%,x
COC(=O)c1sccc1NC(=O)CSCC(=O)O,-0.6%,-2
O=c1c2c(nc3cc(-c4cccc(F)c4)[nH]n13)CCC2,3.8%,x
CCOC(=O)COc1ccc2c(c1)C(=O)CC(C)(c1cccnc1)O2 (stereo unspecified),1.3%,62
COc1ccc(/C(C)=N/NC(=O)C2C3CCCCC32)c(OC)c1 (stereo unspecified),2.2%,x
O=C(/C=C/c1ccc([N+](=O)[O-])cc1)NNC(=O)C1CC1,-2.7%,18
CCOC(=O)CNS(=O)(=O)c1cc(-c2nn(C)c(=O)c3ccccc23)ccc1C,0.1%,0
CCOC(=O)c1cc(C#N)c(SCc2ccc(C#N)cc2)nc1C,-2.9%,21
COc1ccc(CC(=O)NCCN2CCCC2)cc1,-0.2%,x
COc1cc(/C=C(\C#N)c2nc3c(s2)CCCC3)ccc1O,-5.3%,3
COC(=O)C(C)NC(=O)C1CCCN1S(=O)(=O)c1cc(C)c(Cl)cc1C (stereo unspecified),2.1%,16
COC(=O)c1cnn(C(=O)c2ccccc2Br)c1N,-3.4%,x
CC(C)(C)NC(=O)c1cc(-c2ccccc2)n[nH]1,2.9%,-8
COc1ccc(CN(C)c2ncnc(N)n2)cc1,-1.1%,x
CC(C)NC(=O)c1onc(CSc2cccc(F)c2)c1C(=O)O,4.5%,x
CCc1cccc(C)c1NC(=O)COC(=O)c1ccc2c(c1)S(=O)(=O)c1ccccc1C2=O,1.6%,x
CCC(C)/C(C)=N/NC(=O)c1ccccc1OCCOc1ccccc1 (stereo unspecified),5.1%,-8
CCCC(c1nnnn1CC1CCCO1)N1CCN(c2cc(Cl)ccc2C)CC1 (stereo unspecified),-0.4%,10
CC1=CCC2(CO)COC(c3ccccc3O)C1C2 (stereo unspecified),5.7%,-8
CCOC(=O)C1=C(NC(=O)c2ccc(Br)o2)Nc2ccccc2N=C1,3.1%,21
COc1ccc(-c2cc(C(F)(F)F)n3nc(C)cc3n2)cc1,6.5%,8
CC(=O)Nc1ccc2nc(SCC(=O)N3CCOCC3)sc2c1,-1.8%,-8
CCCSc1nnc(-c2c[nH]c3ccccc23)n1C,-1.9%,x
O=C(N/N=C/c1cccnc1)c1cccs1,5.6%,4
Cc1ccc(C(=O)CSc2nnc(CNc3ccc(C)cc3C)o2)cc1,-4.6%,x
Cc1cc(C(=O)CSc2nnnn2C)c(C)n1Cc1ccco1,x,12
CCOC(=O)c1ccc(NC(=O)C2CC(=O)Nc3nc4ccccc4n32)cc1 (stereo unspecified),-1.6%,6
CN(C)c1ccc(/C=C(\C#N)C(=O)NCc2ccco2)cc1,6.8%,4
Cc1nn(C)cc1CN(C)C(=O)c1sc2cccc(Cl)c2c1Cl,6.0%,3
Nc1nc2n(n1)C(c1c(F)cccc1Cl)CC(c1ccc(F)cc1)N2 (stereo unspecified),1.9%,5
CCN(CC)S(=O)(=O)c1cccc(C(=O)NCC(c2ccccc2)N(C)C)c1 (stereo unspecified),6.9%,4
Nc1ccccc1NC(=O)c1ccccc1,-3.4%,0
COC(=O)C(Cc1ccc(OC(=O)c2ccccc2Cl)cc1)N1Cc2ccccc2C1=O (stereo unspecified),2.3%,-7
N#CCc1c(C#N)c(N)nc(Nc2ccccc2)c1C#N,0.7%,x
CC(=O)CSc1nc2cc3c(cc2cc1C#N)OCCO3,-3.2%,-16
CC(C)(C)NC(=O)COc1ccc(-c2ccccc2)cc1,2.5%,x
Cc1ccc(SCC(=O)NCC2CCCO2)cc1 (stereo unspecified),-3.3%,5
Cc1nn(C)c(C)c1NS(=O)(=O)c1ccccc1,2.4%,x
COc1ccc2c(c1)c1c3n2CCN(C)C3=NCC1,1.3%,4
Cc1cc(NC(=O)COC(=O)C(Cc2ccccc2)NC(=O)c2ccco2)no1 (stereo unspecified),-3.7%,3
CCOC(=O)C(=NCCCN1CCOCC1)NNc1cccc(C(F)(F)F)c1,3.4%,2
Cn1ccs/c1=N\C(=O)Nc1cccc(Cl)c1,1.0%,x
COc1ccc(-c2ccc(CCC(=O)O)n2CC(=O)Nc2cccc(OC)c2)cc1,-7.7%,x
CCNC(=O)c1ccc(N(C)S(=O)(=O)c2cccs2)cc1,0.0%,7
O=C(O)CCc1ccc(-c2ccccc2)o1,0.5%,x
NC(=O)C1CCCN(C(=O)c2ccc(Cl)cc2)C1 (stereo unspecified),-3.2%,-5
COc1ccccc1NC(=S)NC(=O)CC(C)C,-6.6%,4
COc1ccccc1/C=C1/SC(=O)N(CCC(=O)Nc2ccc(S(=O)(=O)Nc3nccs3)cc2)C1=O,9.4%,-8
O=C(c1ccco1)N1CCN(c2nc(C3CC3)nc3sc4c(c23)CCCC4)CC1,-0.5%,92
O=C(Cn1cnc2c(nnn2Cc2ccccc2)c1=O)c1ccccc1,-3.2%,-10
O=C(CSc1ccc(-c2ccco2)nn1)c1ccc(F)cc1,-3.8%,-3
Cc1cc(/C=C2\NC(=O)N(Cc3ccc(Cl)cc3)C2=O)c(C)n1C,-0.4%,x
O=C(NCCN1CCCC1)c1ccc(Cl)cc1,7.1%,-8

# Some of the entries so far, with two lines to a compound:
# Values in the order: M. tuberculosis GlmU	RmlCD inh 1536
- Cn1ccs/c1=N\C(=O)Nc1cccc(Cl)c1
 : 1.0%	x
- COc1ccc(-c2ccc(CCC(=O)O)n2CC(=O)Nc2cccc(OC)c2)cc1
 : -7.7%	x
- CCNC(=O)c1ccc(N(C)S(=O)(=O)c2cccs2)cc1
 : 0.0%	7
- O=C(O)CCc1ccc(-c2ccccc2)o1
 : 0.5%	x

# In the list so far, 15 have fluorine.
SMILES,M. tuberculosis GlmU,RmlCD inh 1536
Cc1ccc(S(=O)(=O)n2c3ccc(F)cc3c3nc(C)sc32)cc1,-4.0%,x
CC(C)N(C(=O)C(F)(F)F)C(C(=O)NC1CCCCC1)c1ccncc1 (stereo unspecified),-2.3%,x
O=C(Nc1ccc(-c2csc(Nc3cccc(C(F)(F)F)c3)n2)cc1)c1cc([N+](=O)[O-])cc(C(F)(F)F)c1,-3.5%,x
O=C(OCC1COc2ccccc2O1)c1c(F)cccc1F (stereo unspecified),4.0%,-8
Cc1noc(C)c1S(=O)(=O)N1CCC(C(=O)Nc2ccc(OC(F)(F)F)cc2)CC1,5.6%,-5
Fc1cccc(-c2nnn3c2nc(Cl)c2ccccc23)c1,0.6%,-10
O=C1CC(C(=O)O)S/C(=N\NC(=O)c2ccc(F)cc2)N1 (stereo unspecified),1.9%,31
FC(F)(F)c1cccc(Cc2noc(CN3CCCC(CN4CCCC4)C3)n2)c1 (stereo unspecified),4.3%,-8
Cc1cc(F)c(F)cc1C(=O)N1CCCC1,2.8%,2
O=c1c2c(nc3cc(-c4cccc(F)c4)[nH]n13)CCC2,3.8%,x
CC(C)NC(=O)c1onc(CSc2cccc(F)c2)c1C(=O)O,4.5%,x
COc1ccc(-c2cc(C(F)(F)F)n3nc(C)cc3n2)cc1,6.5%,8
Nc1nc2n(n1)C(c1c(F)cccc1Cl)CC(c1ccc(F)cc1)N2 (stereo unspecified),1.9%,5
CCOC(=O)C(=NCCCN1CCOCC1)NNc1cccc(C(F)(F)F)c1,3.4%,2
O=C(CSc1ccc(-c2ccco2)nn1)c1ccc(F)cc1,-3.8%,-3

# These rows are one share of the data; rates above refer to the full screens.
